Measles CPE = compounds protecting cells from measles virus cytopathic effect, primary screen, measles RdRp inhibitor project, single point, MLSMR library, absorbance; protection (pct of control), % at 4 µM; Measles virus-infected cells, CPE protection; 140,000 compounds, 1.5% hits; AID 841, 2007; in the data active = protection mostly above about 24%, no sharp cut-off; inactive = mostly below about 26%; also: some compounds called inactive have numbers as strong as hits
NPY Y2 blocker = NPY-Y2 receptor antagonists, primary screen, cell-based; NPY-Y2 expressing cells, antagonist mode; inhibition, % at 2.7 µM; 140,000 compounds, 0.99% hits; in the data active = inhibition above about 17%;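 also: 0% = vehicle with agonist challenge and 100% = reference antagonist with challenge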
Target sequence (P49146 whole entry, looked up): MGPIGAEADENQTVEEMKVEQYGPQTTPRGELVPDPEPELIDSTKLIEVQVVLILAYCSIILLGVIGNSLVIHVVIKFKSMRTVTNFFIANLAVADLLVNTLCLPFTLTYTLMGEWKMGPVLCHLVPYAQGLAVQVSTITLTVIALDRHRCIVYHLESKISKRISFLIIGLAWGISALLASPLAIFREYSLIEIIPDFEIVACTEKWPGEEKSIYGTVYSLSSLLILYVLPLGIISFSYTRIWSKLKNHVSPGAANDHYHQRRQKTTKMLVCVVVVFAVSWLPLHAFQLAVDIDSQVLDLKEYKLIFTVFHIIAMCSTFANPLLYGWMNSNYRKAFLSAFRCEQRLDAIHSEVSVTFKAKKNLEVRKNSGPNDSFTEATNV
HCT116 bCat-KO = primary screen for growth suppressors in beta-catenin knockout HCT116 cells (colon tumor, human). HCT116 beta-catenin knockout viability, CellTiter-Glo, 60 h; active compounds read low. 140,000 compounds, 1.5% hits. AID 818, 2007. viability, % at 10 µM;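 active = viability at or under a set limit, the compound median less 4 SD, cut at about 6% in these data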;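 also: 0% = Hyamine 1622 control at 20 µM and 100% = untreated cell control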
GALR2 blocker = GALR2 antagonists in receptor-expressing cells, primary screen; Galanin receptor type 2 (Homo sapiens), O43603; antagonist mode; inhibition, % at 4 µM; 140,000 compounds, 0.39% hits; in the data active = inhibition above about 27%;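 also: cells stimulated with galanin 1-16 at roughly its EC80; 0% = agonist challenge control and 100% = basal control without agonist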
Target sequence (O43603 whole entry, looked up): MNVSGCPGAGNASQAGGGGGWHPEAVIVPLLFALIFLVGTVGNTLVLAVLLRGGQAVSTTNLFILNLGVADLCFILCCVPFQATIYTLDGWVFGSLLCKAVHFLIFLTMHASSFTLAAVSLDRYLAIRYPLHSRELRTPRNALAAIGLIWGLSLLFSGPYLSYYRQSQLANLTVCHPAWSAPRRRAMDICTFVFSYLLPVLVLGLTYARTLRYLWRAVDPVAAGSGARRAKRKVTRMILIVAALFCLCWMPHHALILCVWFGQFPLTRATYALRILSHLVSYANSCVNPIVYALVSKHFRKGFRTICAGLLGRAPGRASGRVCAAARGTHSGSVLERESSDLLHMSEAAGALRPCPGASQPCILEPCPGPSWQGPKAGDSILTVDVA
MRP1 act = H69AR viability gain despite doxorubicin, primary screen, MRP-1 activator project, H69AR cells, CellTiter-Glo. viability rescue. viability increase, % at 10 µM. 140,000 compounds, 0.61% hits. AID 799, 2007;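 active = viability gain under doxorubicin at or above a set limit, the compound median plus 3 SD, cut at about 4.7% in these data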;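 also: MRP-1 overexpressing cells given doxorubicin 25 µM after compound pretreatment; 18-22 h compound pretreatment then 72 h with doxorubicin before readout; 0% = doxorubicin-only wells and 100% = vehicle-treated cells without doxorubicin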
Phagocyt inh = inhibitors of macrophage phagocytosis, primary screen, imaging, J774A.1 cells, IgG beads. J774A.1 macrophage IgG-bead phagocytosis. AID 1029, 2008. inhibition, % at 5 µM. 110,000 compounds, 0.07% hits;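 active = inhibition above the mean of the plate negative controls plus 5 SD, cut at about 13% in these data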;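 also: phagocytic index as fraction of beads internalized from green versus red external bead signal; plate controls were DMSO negative control for no effect and cytochalasin-D positive control for full effect; some results beyond the cut were filed as inactive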
HCT116 PTEN-null = growth suppression of PTEN-null HCT116, primary screen, cell-based, CellTiter-Glo; 140,000 compounds, 1.2% hits; HCT116 PTEN-null viability, 60 h; active compounds read low; viability, % at 10 µM;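 active = viability at or below a set limit, 4 SD under the median of all tested compounds, cut at about 3.7% in these data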;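 also: PTEN knockout HCT116 line with beta catenin targeted HCT116 as companion control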
E-sel TNF inh = E-selectin induction blockers in HUVEC – imaging, immunofluorescence, high content, primary screen. inhibition, % at 2 µM. AID 1246, 2008. HUVEC TNFa-induced E-selectin immunofluorescence. 120,000 compounds, 0.71% hits;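 active = inhibition above the batch mean plus 3 SD, and confirmed as a hit on visual image review, cut at about 43% in these data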;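 also: 0% = TNF-stimulated DMSO wells and 100% = unstimulated control wells; not every result past the cut was called active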
Yeast lifespan up = compounds extending yeast replicative lifespan, primary screen, S. cerevisiae, OD615. S. cerevisiae growth with nicotinamide; deaD strain in restrictive glucose medium. inhibition of the nicotinamide effect, % at 10 µM. 130,000 compounds, 0.68% hits. AID 775, 2007;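 active = inhibition above a set limit, placed 3 SD over the median of all compounds, cut at about 26% in these data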;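 also: 0% = nicotinamide-treated wells and 100% = cells grown without nicotinamide; some compounds called inactive have numbers as strong as hits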
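Test system – modified budding yeast, DeaD strain · Compound – single dose 10 µM compound, 0.25% DMSO · Times – culture preincubation 4 h, compound exposure 48 h, both 30 °C · Detection – optical density (absorbance) at 615 nm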
BB579 growth dn = growth inhibitors of yeast BB579 in restrictive medium, primary screen, yeast lifespan-shortening project, S. cerevisiae. OD615, 48 h. inhibition, % at 10 µM. 140,000 compounds, 0.51% hits;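 active = inhibition above a set limit, 3 SD over the mean compound inhibition, cut at about 44% in these data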; also: inactives centre near -24
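Assay system: S. cerevisiae DeaD strain BB579 yeast. Medium: CSMM-D restrictive synthetic medium containing dextrose (glucose). Times: 4 h cell preincubation, 48 h compound exposure, 30 °C humidified. Signal: OD615 turbidity measurement. Benchmarks: positive control amphotericin B 10 µg/mL.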
Numbers without * were called inactive; x = not tested or not shown.

SMILES | Measles CPE | NPY Y2 blocker | HCT116 bCat-KO | GALR2 blocker | MRP1 act | Phagocyt inh | HCT116 PTEN-null | E-sel TNF inh | Yeast lifespan up | BB579 growth dn
Cc1noc(NS(=O)(=O)c2ccc(N/C=C/C(=O)c3cccnc3)cc2)c1C | 2 | 1 | 99 | 8 | -1.4 | -1 | 99 | -20 | -8 | -10
CCOC(=O)c1c(NC(=O)CSc2nc(C)cc(C)c2C#N)sc(C(C)=O)c1C | 10 | 2 | 104 | 7 | 0.1 | -1 | 108 | -7 | -3 | -19
Cc1ccc(-c2cc(C(F)(F)F)n3ncc(C(=O)N4CCN(C)CC4)c3n2)cc1 | 2 | 2 | 83 | -1 | -1.2 | 1 | 84 | -9 | -6 | -90
O=C1NC(c2ccco2)Nc2ccccc21 (centres undefined) | 10 | 2 | 100 | 4 | -1.9 | 0 | 100 | -15 | -1 | -38
Cc1nnc(SCC(=O)NCc2ccco2)n1Cc1ccccc1 | 9 | -2 | 98 | 0 | -0.8 | -1 | 104 | -6 | 4 | -21
C/C=C/c1ccc(OCCOCCOc2cccc3cccnc23)c(OC)c1 | 10 | 3 | 53 | -19 | -5.2 | 1 | 56 | x | -5 | -16
O=C(Cn1nnc(-c2ccc3c(c2)OCO3)n1)NCc1ccco1 | 6 | 4 | 101 | -8 | -2.2 | -1 | 101 | 10 | -12 | -46
O=C(N/N=C/c1ccc(Cl)c([N+](=O)[O-])c1)c1cnccn1 | 10 | 4 | 73 | 9 | -1.4 | -6 | 92 | x | -6 | -27
CCOC(=O)c1c(C)nc2c(c1-c1ccc(Cl)cc1)C(=O)CC(C)(C)C2 | 26 | 3 | 80 | -3 | -1.0 | -15 | 82 | x | 5 | -33
CC1=C(C(=O)N(C)C)C(c2cccs2)NC(=O)N1 (centres undefined) | 5 | 1 | 99 | -8 | 1.8 | x | 100 | -6 | x | -15
Cc1[nH]nc2c1C(C(C)C)C(C#N)=C(N)O2 (centres undefined) | 13 | -1 | 89 | -8 | -3.7 | -1 | 90 | 3 | -4 | -22
O=C(Nc1ccccc1)N1N=C(c2ccc(F)cc2)CC1c1ccc(F)cc1 (centres undefined) | 25 | 5 | 60 | -5 | -1.1 | -5 | 62 | x | 2 | -7
CCCn1c(SCC(=O)c2ccc3c(c2)NC(=O)CO3)nc2ccccc21 | 5 | 2 | 4.6* | 1 | -4.4 | 3 | 28 | x | 24 | -1
CCNS(=O)(=O)c1ccc(C)c(-n2cnnn2)c1C | 22 | -3 | 91 | -2 | -2.7 | x | 101 | -7 | x | -11
COc1ccc(C2(O)CC3CCC(C2)N3c2nc(C)cc(C)c2C#N)cc1 (centres undefined) | 8 | 0 | 88 | 5 | -1.9 | 0 | 75 | -41 | -6 | -20
CCOC(=O)CCCn1ncn2c(cc3occc32)c1=O | 26 | 1 | 92 | -15 | 0.8 | 0 | 95 | 24 | -17 | 5
COCCNC(=S)Nc1ccc2nc(N3CCCC3)cc(C)c2c1 | 2 | 3 | 78 | 8 | -2.0 | -3 | 89 | 26 | 6 | -26
COc1ccc(-c2cc(C(F)(F)F)nc(NCc3cccnc3)n2)cc1 | 5 | 2 | 73 | 5 | 3.0 | x | 66 | 7 | -16 | -27
Cc1cc2ncn(/N=C/c3cc(Br)ccc3O)c2cc1C | 15 | -5 | 84 | 3 | -1.8 | 2 | 89 | -15 | -6 | -22
COc1ccc(-c2nnc(SCC(=O)NC3CCCc4ccccc43)n2N)cc1 (centres undefined) | 14 | 0 | 80 | 6 | -0.7 | x | 95 | 12 | 0 | -41
Cc1ccc(C)c(N2CCN(C(=O)c3cn(C)c4ccc(S(=O)(=O)N(C)C)cc4c3=O)CC2)c1 | 0 | 3 | 89 | -9 | 0.4 | x | 96 | 44 | -11 | -2
N#Cc1c(N)nc(SCC(=O)NCc2ccc3c(c2)OCO3)c(C#N)c1-c1cccs1 | 7 | 9 | 96 | 0 | -0.3 | -1 | 100 | 21 | -4 | -21
CC(NC(=O)Cc1ccc(F)cc1)c1ccccc1 (centres undefined) | 5 | 2 | 97 | -2 | -0.5 | x | 97 | 26 | 4 | -14
O=C(CCN1Cc2ccccc2C1)c1ccc2c(c1)OCCO2 | 17 | 3 | 77 | 3 | -2.7 | 0 | 80 | 6 | 37 | -57
O=C(Nc1ccc(Cc2ccncc2)cc1)c1ccc(Cl)c([N+](=O)[O-])c1 | 4 | -1 | 84 | 15 | 0.1 | x | 84 | -58 | -2 | -15
O=C(NCCc1ccccc1)C1CCC(Cn2c(=O)c3ccccc3n(Cc3cccc(F)c3)c2=O)CC1 (centres undefined) | 5 | 4 | 85 | 4 | -1.5 | x | 92 | -9 | -1 | -40
CCC1CCCCN1C/C=C/c1ccccc1[N+](=O)[O-] (centres undefined) | 6 | 2 | 103 | -3 | -3.2 | 0 | 92 | -4 | 0 | -24
COc1cccc(N(C(=O)c2ccn[nH]2)C2(C(=O)Nc3c(C)cccc3C)CCCCC2)c1 | 2 | 0 | 85 | -3 | -2.8 | x | 74 | -1 | 2 | -25
COc1ccc(CNC(=O)CCSCc2cccc(Cl)c2)cc1 | 11 | 11 | 92 | 0 | -3.2 | -8 | 101 | x | -6 | -9
COc1ccc(C2CC(c3ccc(Cl)cc3)n3nc(N)nc3N2)cc1 (centres undefined) | 4 | -1 | 78 | -7 | 30* | 0 | 89 | x | -7 | -20
COc1ccc(N2CCN(C(=O)CSc3nnc4c5cc(C)ccc5n(C)c4n3)CC2)cc1 | 20 | 3 | 96 | -7 | -1.5 | x | 82 | x | -11 | -31
O=C(O)c1cc2cc(F)ccc2[nH]1 | 38 | 2 | 88 | 13 | -0.9 | x | 93 | x | 3 | -16
O=C(/C=C1\SC(=O)N(CC(=O)Nc2ccc(F)cc2)C1=O)Nc1ccc(Cl)cc1 | 3 | 0 | 92 | 11 | 2.1 | 3 | 100 | 22 | 3 | -42
Cc1ccc(-n2nc3c(c2NC(=O)C(C)(C)C)CSC3)c(C)c1 | 4 | 5 | 84 | 0 | -0.1 | 3 | 89 | 24 | 1 | -21
O=C(CCCOc1ccc(Cl)cc1Cl)N1CCN(c2ccccn2)CC1 | 3 | 11 | 81 | 9 | -1.6 | -2 | 89 | -23 | -8 | -57
O=C(OCC(=O)c1c[nH]c2ccccc12)c1ccc(Br)o1 | 6 | 1 | 103 | 4 | -0.8 | -1 | 102 | -17 | -11 | -30
O=C(N/N=C/c1c[nH]c2ccccc12)c1cc(-c2cccc3ccccc23)n[nH]1 | 8 | 0 | 33 | 3 | -4.4 | -12 | 28 | x | -5 | -50
N#Cc1c(N)n(CCc2ccc(F)cc2)c2nc3ccccc3nc12 | 1 | -2 | 87 | -19 | -0.4 | -2 | 94 | -16 | 3 | -3
CSCCC(NC(=O)c1cccc([N+](=O)[O-])c1)c1nc2ccccc2[nH]1 (centres undefined) | 22 | -1 | 98 | 11 | -3.8 | -10 | 90 | x | -3 | -40
COc1ccccc1NS(=O)(=O)c1ccc(O)c(C(N)=O)c1 | 4 | 2 | 110 | -1 | -0.6 | -1 | 109 | -4 | -2 | -7
COc1cc(OC)c2c(C)cc(=O)oc2c1 | 8 | 2 | 102 | -18 | 0.0 | 1 | 97 | 2 | -25 | 1
CC1CN(C(=O)CN2C(=O)NC3(CCCCCCC3)C2=O)CC(C)O1 (centres undefined) | 1 | 2 | 96 | -6 | -1.2 | 0 | 92 | x | -1 | -16
COc1ccc(/C=C/C(O)=C2/C(=O)N(C)C3(C)CC2c2ccccc2O3)cc1 (centres undefined) | 7 | 21* | 1.8* | -11 | -2.3 | -1 | 1.4* | x | -4 | -28
CC(=O)N1c2ccc3ccccc3c2C(C)CC12CCCCC2 (centres undefined) | 12 | 10 | 64 | -12 | 1.3 | -1 | 62 | -20 | 20 | -34
COc1ccccc1-c1nc(C#N)c(N2CCN(c3cccc(Cl)c3)CC2)o1 | 7 | 5 | 80 | -2 | 3.3 | 1 | 84 | x | -16 | -5
COc1cccc(-c2nc(NC(C)C)c3ccccc3n2)c1O | 4 | -3 | 21 | -5 | -2.0 | -1 | 18 | 16 | -25 | -42
CC12CCC(C(=O)N(NC(=O)c3ccc(O)cc3)C1=O)C2(C)C (centres undefined) | 6 | 2 | 94 | 3 | -0.3 | x | 90 | -12 | -5 | -11
CCOCCCNC(=O)C1CCC(CNS(=O)(=O)c2ccc(Cl)cc2)CC1 (centres undefined) | 4 | 0 | 89 | -3 | -0.9 | 0 | 94 | 11 | -7 | -21
CCc1ccc(NC(=O)C(NS(=O)(=O)c2cccc3nsnc23)c2ccccc2)cc1 (centres undefined) | 11 | 4 | 74 | -3 | -1.8 | -3 | 77 | -18 | 3 | -23
Oc1ccccc1CNc1cnc2ccccc2c1 | 3 | 3 | 64 | 22 | -1.7 | x | 70 | 11 | x | -16
CCCCOC(=O)c1ccc(NC(=O)C(=O)NCC2CCCO2)cc1 (centres undefined) | 33 | 5 | 87 | -9 | -3.1 | x | 79 | 8 | -23 | -10
CC(=NCc1cccnc1)C1=C(O)c2ccccc2C1=O | 4 | 1 | 97 | 4 | 0.1 | 1 | 77 | x | -12 | 16
CC(=O)c1c(N2CCN(C)CC2)nc(=S)n(Cc2ccccc2)c1C | 5 | 3 | 97 | -1 | -0.7 | -11 | 103 | x | 0 | -4
CCCCCC1CC(CC#CCN2CCOCC2)C(=O)O1 (centres undefined) | 2 | 2 | 80 | 11 | -1.6 | x | 82 | x | 4 | 1
CC(C)CN1C(=O)/C(=C/c2ccco2)NC1=S | 17 | -1 | 90 | -11 | -1.3 | 3 | 88 | 7 | -3 | -3
O=C(CSc1ncn[nH]1)Nc1nnc(-c2ccccc2)s1 | 11 | 4 | 89 | 1 | 7.2* | 0 | 104 | x | -5 | 2
COC(=O)CC1Oc2ccccc2N(Cc2ccccc2)C1=O (centres undefined) | 5 | 1 | 99 | 0 | -0.9 | 0 | 95 | -23 | -14 | -20

No new results follow: 2 of the compounds above.
SMILES | Measles CPE | NPY Y2 blocker | HCT116 bCat-KO | GALR2 blocker | MRP1 act | Phagocyt inh | HCT116 PTEN-null | E-sel TNF inh | Yeast lifespan up | BB579 growth dn
O=C(CSc1ncn[nH]1)Nc1nnc(-c2ccccc2)s1 | 11 | 4 | 89 | 1 | 7.2* | 0 | 104 | x | -5 | 2
COC(=O)CC1Oc2ccccc2N(Cc2ccccc2)C1=O (centres undefined) | 5 | 1 | 99 | 0 | -0.9 | 0 | 95 | -23 | -14 | -20

Source: PubChem BioAssay (several laboratories)

An unsorted share of the library, and some 6.1% of all compounds hit somewhere here.
